# Vif-A3F inh: inhibitors of Vif-A3F interaction | Potency, µM (highest dose often 46.1 µM), for the others: at the highest dose activity, negative = active | 0.2% of 390,000 active | HeLa A3F-eYFP + Vif (tagged APOBEC3F with the HIV-1 protein that degrades it), YFP fluorescence increase | AID 602313; note: potency is the fitted concentration of half-maximal effect; % of control where 0% means no effect; nearly all actives have a fitted effect of over 65% in size
#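 HeLa cells stably expressing A3F-eYFP plus Vif, plated and incubated overnight at 37 deg C, then exposed to compounds overnight at 37 deg C. Blocked degradation read as raised yellow fluorescence (Ex 488/Em 500-530).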
# Glioma ERSR ind: induces the endoplasmic reticulum stress response in human glioma cells. U87-MG GRP78 promoter luciferase reporter, 16 h. Potency, µM, without a hit: at the highest dose activation, actives largely listed as activators. 0.02% of 420,000 active. AID 602332; note: potency is the fitted concentration of half-maximal effect; series mostly up to about 76 µM; % of control where 0% means no effect; nearly all actives have a fitted effect of over 35% in size
#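 Stably transfected U87-MG glioma cells carrying a GRP78-based luciferase sensor; 16 h compound incubation. Luminescence end-point read 10 min after Bright-Glo addition at room temperature.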
# ALOX12 inh: blocks human arachidonate 12S-lipoxygenase; P18054; purified 12hLO, xylenol orange hydroperoxide absorbance; Potency, µM (doses to about 108 µM), for the others: at the highest dose activity change, negative = inhibition, hits mostly inhibitors; 1.1% of 580,000 active; AID 1671190; note: potency is the fitted concentration of half-maximal effect; % is set by controls: 0 for no effect and ±100 for the full control effect
# Target sequence (P18054 whole entry, looked up): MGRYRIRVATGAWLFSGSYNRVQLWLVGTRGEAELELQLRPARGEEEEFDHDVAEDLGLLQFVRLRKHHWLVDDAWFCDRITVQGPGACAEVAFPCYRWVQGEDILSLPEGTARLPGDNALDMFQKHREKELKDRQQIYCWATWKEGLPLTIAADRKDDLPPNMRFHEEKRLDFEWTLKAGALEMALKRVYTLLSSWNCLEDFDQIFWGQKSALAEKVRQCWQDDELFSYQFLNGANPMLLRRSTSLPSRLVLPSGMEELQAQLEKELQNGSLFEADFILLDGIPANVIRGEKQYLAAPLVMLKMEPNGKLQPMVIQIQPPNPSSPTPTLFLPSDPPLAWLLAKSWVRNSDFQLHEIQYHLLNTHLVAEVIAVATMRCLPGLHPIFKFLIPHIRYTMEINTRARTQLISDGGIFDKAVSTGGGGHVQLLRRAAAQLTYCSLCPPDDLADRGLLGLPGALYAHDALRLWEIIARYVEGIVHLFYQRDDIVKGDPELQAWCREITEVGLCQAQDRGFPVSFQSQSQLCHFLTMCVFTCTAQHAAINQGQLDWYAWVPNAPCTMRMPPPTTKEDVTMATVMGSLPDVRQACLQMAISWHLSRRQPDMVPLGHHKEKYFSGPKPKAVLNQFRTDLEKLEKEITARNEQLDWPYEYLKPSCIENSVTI
#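 Purified human 12hLO at 150 nM in 25 mM Hepes, 0.01% Triton X-100, pH 7.0, preincubated 15 min at room temperature with compound. Reaction started with 40 uM arachidonic acid, 30 min at room temperature. Hydroperoxide measured by Fe-xylenol orange, 573/405 nm absorbance ratio.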
# D2 antagonist: antagonizes the human D2 dopamine receptor; HEK293 TREx D2 cells, calcium flux, dopamine EC80; inhibition, % at 10 µM; 2% of 340,000 active; AID 485344; in the data active = inhibition above about 30%; note: 0% is about no effect
#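 HEK293 T-REx D2 cells, tet-induced, calcium dye no-wash. Cpd pintool add, 180 s kinetic, then EC80 DA, 180 s kinetic. Ca flux read.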
# ERG Ets-DNA blk: ERG Ets/DNA interaction inhibition | fluorescence polarization, His-ERG Ets domain / labelled DNA | Potency, µM (series often up to 76.9 µM), without a hit: at the highest dose FP activity, negative = inhibition, most hits filed as inhibitors | 0.028% of 370,000 active | AID 624246; active = well fitted inhibition curve with a large enough effect in the polarisation, with a control signal flat; inconclusive = small, poorly fitted or top-dose-only effect, or effect the other way, or a change in a side signal; inactive = no such curve, though single readings can be large or run the other way; the % refers to the polarisation;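 note: polarization taken with two DNA probes labelled with fluorescein and Texas red; potency is the fitted concentration of half-maximal effect; % of control where 0% means no effect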
#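 His-tagged ERG Ets domain (1 uM in the protein solution; 300mM KCl, 50mM Tris-HCl, 1mM EDTA, 1mM DTT, pH 7.5) received compound, then a probe mix of 5 nM fluorescein-DNA and 100nM Texas-615-DNA. Fluorescence polarization was read for both dyes.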
# Vif-A3G inh: Vif-A3G binding inhibition. Q9HC16. HeLa A3G-eYFP + Vif (tagged APOBEC3G with the HIV-1 protein that degrades it), YFP fluorescence, overnight. Potency, µM (highest dose often 46.1 µM), for inactives: at the highest dose activity, negative = active, most hits filed as inhibitors. 0.076% of 410,000 active;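 note: potency is the fitted concentration of half-maximal effect; % is set by controls: 0 for no effect and ±100 for the full control effect; nearly all actives have a fitted effect of over 60% in size; hits raise eYFP signal because A3G escapes Vif-driven loss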
# Target sequence (Q9HC16 whole entry, looked up): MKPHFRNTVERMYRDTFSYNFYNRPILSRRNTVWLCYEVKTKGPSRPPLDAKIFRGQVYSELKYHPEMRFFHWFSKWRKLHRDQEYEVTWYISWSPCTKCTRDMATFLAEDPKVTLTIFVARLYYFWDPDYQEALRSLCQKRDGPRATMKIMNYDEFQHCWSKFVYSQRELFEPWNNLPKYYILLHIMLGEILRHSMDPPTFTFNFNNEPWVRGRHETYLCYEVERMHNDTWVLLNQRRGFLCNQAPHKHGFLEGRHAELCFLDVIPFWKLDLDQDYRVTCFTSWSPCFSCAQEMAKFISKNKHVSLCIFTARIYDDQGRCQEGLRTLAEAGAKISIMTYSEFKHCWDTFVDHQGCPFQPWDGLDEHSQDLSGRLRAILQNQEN
#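 HeLa cells stably expressing Vif and C-terminally eYFP-tagged A3G, seeded overnight at 37 deg C, then exposed to compound by pintool overnight at 37 deg C. Rise in yellow fluorescence (Ex 488/Em 500-530, Acumen) marks blocked Vif-driven A3G degradation.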
# D2 ag: activates the human D2 dopamine receptor; HEK293 T-REx D2 cells, calcium flux agonist mode; activation, % at 2 µM; 0.53% of 340,000 active;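 active = activation over 3 SD above normal in the single-dose calcium agonist read, cut at about 30% in these data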; note: 0% is about no effect
#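 Calcium-flux readout, 1 cycle/sec over 180 s following compound pin transfer, in inducible HEK293 Trex D2 cells (force-coupled); dopamine controls included. Positive calcium responses during this window marked compounds as potential agonists.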
# LDHA block: LDHA (human) enzyme inhibition | purified LDHA, NADH/diaphorase-resazurin fluorescence; stronger effect = lower value | 0.15% of 480,000 active | activity change, % (values are at about 110 or 230 µM) | P00338; in the data active = activity change below about -30%; inconclusive = mostly about -25% to -30%;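 note: plate controls were DMSO wells for no effect and wells without enzyme for full effect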
#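 Resorufin fluorescence (ex540/em590), read at 0 and 20 min after diaphorase/resazurin addition, reports the NADH left after a 5 min room-temperature reaction of 2 nM human LDH5 with 0.06 mM NADH and 0.2 mM pyruvate.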
# RGS4 inhibitor: inhibitors of human regulator of G protein signaling 4 | P49798 | Transcreener GDP fluorescence polarization, RGS4-accelerated GTP hydrolysis | Potency, µM (titrated, usually from 114 µM), inactives show at the highest dose activity change, negative = inhibition, hits mostly inhibitors | 0.039% of 390,000 active | AID 504845; note: potency is the fitted concentration of half-maximal effect; % is set by controls: 0 for no effect and ±100 for the full control effect; nearly all actives have a fitted effect of over 75% in size; some results filed as inactive show a strong effect at the top dose
#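 MLSMR compounds (23 nl, pin-transferred) preincubated 10 min at room temperature with a 500nM (2x) first reagent, then RGS4 at 900nM (2x) plus Transcreener GDP mix added; fluorescence polarization (620/688 nm) read before and after 90 min at 30 °C.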
# * marks the source's active call; other numbers are inactive results; ? = inconclusive; nt = no result given; & = joins results of further samples; [ ] = dose if it differs, or a comment. Unless noted, calls come from the whole dose curve; as a rule, active = well fitted curve in the direction sought with a large enough effect; inconclusive = small, poorly fitted or top-dose-only effect, or another doubt; inactive = no such curve, though single readings can be large; an effect the other way counts as inactive or inconclusive. The list is partial; the hit share may differ from the screen's.
No.	SMILES	Vif-A3F inh	Glioma ERSR ind	ALOX12 inh	D2 antagonist	ERG Ets-DNA blk
1	CC1(C(=O)Nc2cccnc2)Cc2c(-c3ccccc3)ccnc2O1 (configuration not stated)	nt	1%	-20%	nt	nt
2	CCS(=O)(=O)NCC(c1ccco1)N1CCN(c2ccccc2)CC1 (configuration not stated)	-3%&-16%	-3%&-3%	-2%&-4%	6	3%&4%
3	CCCn1c(N)c(N(CCOC)C(=O)c2cc(-c3ccco3)nc3ccccc23)c(=O)[nH]c1=O	4%	-4%	-25%	-12	5%
4	N#Cc1nc(-c2ccccc2Cl)oc1NCC1CCCO1 (configuration not stated)	-3%	0%	?	-10	3%
5	O=C(c1cccc(-c2ccccc2)c1)N1CC[C@@H](N2CCC(O)CC2)[C@H](O)C1	-5%	-5%	-1%	-11	-7%
6	CCn1ccnc1CN1CCCCC1C(=O)Nc1ccc(Oc2cccnc2)cc1 (configuration not stated)	2%	2%	17%	3	1%
7	COc1cc2c(cc1OC)CN(C(=O)c1ccc(N3CCCC3)c([N+](=O)[O-])c1)CC2	7%	-3%	?	8	4%
8	O=C1C(=O)N(c2ccccn2)C(c2cccc([N+](=O)[O-])c2)/C1=C(/O)c1ccc(Br)cc1 (configuration not stated)	2%	-5%	?	4	2%

No.	Vif-A3G inh	D2 ag	LDHA block	RGS4 inhibitor
1	-2%	nt	-7	nt
2	6%&2%	2.8&2.4	2&-3	-10%&-41%
3	0%	-0.3	-10	-19%
4	2%	-0.7	1	9%
5	-1%	1.5	-1	31%
6	?	-0.4	-3	9%
7	0%	1.9	-2	6%
8	-10%	-0.1	-1	-19%

# Next section:
No.	SMILES	Vif-A3F inh	Glioma ERSR ind	ALOX12 inh	D2 antagonist	ERG Ets-DNA blk
9	CCC(C(=O)OCCOCCN(CC)CC)c1ccccc1 (configuration not stated)	-2%	-3%&-3%	?	-3	17%
10	N#CCCCSc1nnc(-c2ccccn2)o1	-11%	2%	-25%	-21	-7%
11	Cn1c(-c2ccncc2)nc2ccccc21	-2%	-4%	?	1	-2%
12	CCCCc1cc(=O)oc2cc(C)cc(OCc3nn[nH]n3)c12	4%	-5%	?	nt	3%
13	O=C(Nc1cccc(C(=O)N2CCOCC2)c1)c1ncn[nH]1	7%	-4%	18%	13	nt
14	O=C(O)C1CCCCC1C(=O)Nc1cccc2ccccc12 (configuration not stated)	1%	-3%	-4%	1	-3%
15	O=c1c(N2CCN(c3cccc(C(F)(F)F)c3)CC2)csc2ccc(Cl)cc12	-4%	-4%	2%	nt	2%
16	COc1ccc(C(=O)N2CCCC(N3CCN(c4ccccc4OC)CC3)C2)c(OC)n1 (configuration not stated)	-7%	-1%	-7%	27	-20%

No.	Vif-A3G inh	D2 ag	LDHA block	RGS4 inhibitor
9	0%	0.1	-2	16%
10	0%	-1.2	-3	-38%
11	1%	1.5	-12	29%
12	-2%	nt	-7&-9	-19%
13	3%	-0.6	4	7%
14	-1%	0.4	2	-21%
15	3%	0.5	2	-44%
16	0%	-0.2	-3	-10%

# New compounds follow
No.	SMILES	Vif-A3F inh	Glioma ERSR ind	ALOX12 inh	D2 antagonist	ERG Ets-DNA blk
17	Cc1ccc(Cl)cc1N1CCN(C(=O)c2cn(C)c3ccc(S(=O)(=O)N4CCCC4)cc3c2=O)CC1	1%	0%	-19%	nt	3%
18	COc1ccc(NC(=O)N(CCC(C)C)C(C)c2cccs2)c(OC)c1 (configuration not stated)	-5%	-5%	0%	nt	5%
19	CCN(C(=O)COC(=O)c1ccc([N+](=O)[O-])o1)c1cccc2ccccc12	-16%	13%	-3%	nt	-7%
20	CCOC(=O)N1CCN(C(=O)c2ccc3c(c2)N=C(CC)c2cc(C)ccc2S3)CC1	1%	-4%	-16%	10	-2%
21	Cc1ccc(-c2csc3ncnc(N4CCN(Cc5ccccc5)CC4)c23)cc1	6%	-1%	-6%	nt	4%
22	O=C(NCc1ccon1)c1ccc(OC2CCN(CCc3ccccc3)CC2)cc1	5%	-2%	-20%	7	-11%
23	COc1ccccc1NC(=O)c1oc2ccccc2c1NC(=O)c1cc(OC)c(OC)c(OC)c1	-5%	0%	16%	nt	-3%
24	C=CCSc1ccc(S(=O)(=O)N2CCN(C)CC2)cn1	0%	-2%	-5%	7	1%

No.	Vif-A3G inh	D2 ag	LDHA block	RGS4 inhibitor
17	3%	-0.3	-6	-14%
18	4%	-1.0	9	-33%
19	-12%	nt	-4	3%
20	-1%	-2.3	-5	3%
21	-4%	nt	-3	-2%
22	3%	-0.6	-2	7%
23	?	nt	-4	15%
24	1%	-0.1	-1	9%

# Brought forward from above: 4 compounds, then new ones.
No.	SMILES	Vif-A3F inh	Glioma ERSR ind	ALOX12 inh	D2 antagonist	ERG Ets-DNA blk
21	Cc1ccc(-c2csc3ncnc(N4CCN(Cc5ccccc5)CC4)c23)cc1	6%	-1%	-6%	nt	4%
22	O=C(NCc1ccon1)c1ccc(OC2CCN(CCc3ccccc3)CC2)cc1	5%	-2%	-20%	7	-11%
23	COc1ccccc1NC(=O)c1oc2ccccc2c1NC(=O)c1cc(OC)c(OC)c(OC)c1	-5%	0%	16%	nt	-3%
24	C=CCSc1ccc(S(=O)(=O)N2CCN(C)CC2)cn1	0%	-2%	-5%	7	1%
25	CCn1c(C)cc(O)c(C(=O)Nc2cccc(Cl)c2)c1=O	10%	0%	16%	26	-12%
26	O=C(c1cccc(Cl)c1)N(Cc1ccco1)Cc1ccccc1Cl	nt	nt	-28%	nt	0%
27	CC(C)C1=CC(=NS(=O)(=O)c2cccc([N+](=O)[O-])c2)C=C(C(C)C)C1=O	4%	-6%	-18%	2	2%
28	Cc1ccc(C(=O)NCCCNC(=O)COc2ccc(C)c(C)c2)cn1	-6%	-1%	2%	-14	-8%
29	Cc1ccc(CN2CCN(CC(C)C)C(CCO)C2)s1 (configuration not stated)	-1%	5%	-17%	8	-4%
30	C=C(C)CSc1nc2ncccc2[nH]1	2%	1%	54%[activator]	-17	-2%
31	COC(=O)NNC(=O)COc1ccc(Br)c(C)c1	0%	-2%	-1%	-2	0%
32	O=C(NCCOc1ccccc1F)C1CCC(=O)N(CC2CCCCC2)C1 (configuration not stated)	0%	1%	-4%	-6	3%

No.	Vif-A3G inh	D2 ag	LDHA block	RGS4 inhibitor
21	-4%	nt	-3	-2%
22	3%	-0.6	-2	7%
23	?	nt	-4	15%
24	1%	-0.1	-1	9%
25	-1%	0.2	-7	15%
26	nt	-0.2	3	11%
27	-2%	0.1	19	-10%
28	-6%	-0.3	-5	-8%
29	-1%	0.2	-4	2%
30	0%	0.6	-3	-8%
31	-1%	-0.6	-2	4%
32	0%	0.4	-6	-10%

# Continuation:
No.	SMILES	Vif-A3F inh	Glioma ERSR ind	ALOX12 inh	D2 antagonist	ERG Ets-DNA blk
33	Cc1ccc2c(c1)N=C(c1ccc(Cl)cc1)CO2	2%	8%	?	4	5%
34	O=C(Cn1cccc1C(=O)c1ccccc1)NCCN1CCOCC1	2%	-1%	0%	55*	-7%
35	Cc1ccccc1Cn1nnc(C(=O)Nc2ccc3c(c2)OCCO3)c1N	-6%	5%	5%	-2	-5%
36	O=C(Oc1ccccc1Cl)c1ccc2c(=O)n3c(nc2c1)CCC3	-3%	-3%	-14%	8	-2%
37	CCOC(=O)c1nc(NCc2ccccc2)sc1C	-23%	-1%	?	7	3%
38	Cn1cc(C(=O)NC2CCCCC2)c(=O)c2cc(S(=O)(=O)N3CCOCC3)ccc21	1%	-1%	1%	-4	0%
39	O=C(O)c1cc(-c2ccc(N3CCOCC3)cc2)nn1-c1ccccc1Cl	-4%	-2%	-7%	0	7%
40	Cc1ccccc1NC(=O)Cc1nc(COC(=O)c2cc(Cl)ccc2O)cs1	1%	-8%	-20%	1	-22%

No.	Vif-A3G inh	D2 ag	LDHA block	RGS4 inhibitor
33	-1%	0.1	7	9%[11.4 µM]
34	1%	0.8	-2	0%
35	-10%	0.6	-5	-33%
36	-1%	0.1	-8	?
37	-3%	-0.1	-4&-10	?
38	-2%	0.6	-3	-17%
39	1%	-3.4	6	16%
40	-6%	0.5	0	-16%

# Additional results
No.	SMILES	Vif-A3F inh	Glioma ERSR ind	ALOX12 inh	D2 antagonist	ERG Ets-DNA blk
41	O=C(N[C@@H]1c2ccccc2CC[C@@H]1OCc1ccccc1)c1ccc(-c2ccccc2)cc1	4%	-2%	-2%	nt	1%
42	CCN(CC)CCNC(=S)Nc1ccc2nc(N3CCOCC3)cc(C)c2c1	-10%	-3%	-18%	nt	12%
43	O=C(Cc1cccc2ccccc12)Nc1nnc(-c2cccc([N+](=O)[O-])c2)s1	-13%	-3%	-3%[57.4 µM]	-4	6%
44	CCC(=O)c1cc2c(cc1NC(=O)c1ccc(C)cc1)OCCO2	-4%	2%	10%	-11	-9%

No.	Vif-A3G inh	D2 ag	LDHA block	RGS4 inhibitor
41	-1%	nt	-1	1%
42	1%	nt	0	-9%
43	0%	0.0	-1	12%
44	-1%	1.7	0	-10%

# Screen by screen, as entered above:
# Nos. 41 to 44 in ALOX12 inh read -2%, -18%, -3%[57.4 µM], 10%

# Screening data (PubChem)
